# MrgX1 PAM – positive allosteric modulators of MrgX1, primary screen, HEK293 cells, Fluo-4 calcium flux; actives 0.63% (n = 310,000); B-score at 10 µM; AID 588675, 2011; FDSS; active compounds read high;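 active means plate-corrected calcium response at least 3 library SD above typical, normal starting fluorescence, not activating the receptor alone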;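 further: compound read alongside a low EC10 to EC30 dose of BAM8-22 agonist; peak minus trough fluorescence over baseline measured at the second addition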
# Target sequence (Q96LB2 whole entry, looked up): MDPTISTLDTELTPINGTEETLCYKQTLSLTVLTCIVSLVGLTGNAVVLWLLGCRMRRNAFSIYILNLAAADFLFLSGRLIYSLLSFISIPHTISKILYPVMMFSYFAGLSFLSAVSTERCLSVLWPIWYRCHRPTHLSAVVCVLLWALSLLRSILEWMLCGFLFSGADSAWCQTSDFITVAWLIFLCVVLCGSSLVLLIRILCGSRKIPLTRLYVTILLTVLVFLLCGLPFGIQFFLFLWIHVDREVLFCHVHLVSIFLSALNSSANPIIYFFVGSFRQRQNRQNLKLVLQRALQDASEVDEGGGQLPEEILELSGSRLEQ
# KCNK3 block – human KCNK3 channel inhibitors, primary screen, CHO cells, FluxOR thallium flux, B-score; Potassium channel subfamily K member 3 (Homo sapiens), O14649; actives 0.84% (n = 340,000); FluxOR fluorescence; active compounds read low; AID 602410, 2012; B-score at 10 µM;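 active means B-score under library mean minus 4 SD, starting fluorescence ratio at most library mean plus 5 SD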;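 further: more negative B-score means stronger inhibition of thallium flux through KCNK3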
# Target sequence (O14649 whole entry, looked up): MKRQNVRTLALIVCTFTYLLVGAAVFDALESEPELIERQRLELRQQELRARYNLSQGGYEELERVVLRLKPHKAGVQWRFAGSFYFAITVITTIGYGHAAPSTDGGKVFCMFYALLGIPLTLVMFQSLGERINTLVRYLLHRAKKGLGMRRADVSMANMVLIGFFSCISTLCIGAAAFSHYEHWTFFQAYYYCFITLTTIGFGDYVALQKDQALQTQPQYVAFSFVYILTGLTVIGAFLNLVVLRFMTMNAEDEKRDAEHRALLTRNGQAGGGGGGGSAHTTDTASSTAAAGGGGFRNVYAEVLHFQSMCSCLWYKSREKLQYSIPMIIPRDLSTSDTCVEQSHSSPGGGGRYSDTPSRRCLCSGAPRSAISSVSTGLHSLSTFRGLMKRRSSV
# ANO1 block – TMEM16A chloride channel inhibitors, primary screen, cell-based, HTS; normalized B-score (activity score, 25-100; higher = stronger inhibition) at 10 µM; actives 1.2% (n = 310,000); HEK293 TMEM16A/YFP iodide influx fluorescence, ionomycin; Anoctamin-1 (Mus musculus), Q8BHY3;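 active means ratio plate-corrected score three or more library SD toward inhibition, starting fluorescence score within five deviations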;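 further: score derived from kinetic fluorescence span divided by baseline fluorescence per well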
# TMEM16A act – TMEM16A chloride channel activators or potentiators, primary screen, cell-based, HTS. actives 0.3% (n = 340,000). Anoctamin-1 (Mus musculus), Q8BHY3. HEK293 TMEM16A/YFP-H148Q/I152L, iodide quench fluorescence; active compounds read low. B-score at 10 µM. AID 623877, 2012;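 active means fluorescence-ratio B-score plate-corrected deviation score at least 3 library SD below zero, with starting fluorescence score within 5 deviations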;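 further: channel opened by trigger with iodide after compound preincubation; score built on the fluorescence ratio of max minus min over baseline; more negative score means more quench and so TMEM16A activation or potentiation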
# RGS4 pot – RGS4 potentiators or activators, primary screen, cell-based, HEK293 M3R inducible RGS4, calcium flux. carbachol calcium flux Fluo4; active compounds read low. B-score at 10 µM. actives 0.92% (n = 310,000);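 active means B-score of the integrated calcium signal more than 4 SD below the library mean, with starting fluorescence not abnormally high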;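 further: negative B-score means reduced calcium response which marks RGS4 activation or potentiation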
#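 Material: Inducible-RGS4 HEK293 cells carrying M3 receptor; also added: carbachol at ECmax as muscarinic agonist stimulus; incubation: compound preincubation 20 min at room temperature before agonist; signal: Fluo4-AM (2 µM) calcium-flux fluorescence, kinetic read; measure: integrated calcium ratio converted to B score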
# KCNQ1 pot – potentiators or activators of KCNQ1 channel, primary screen, cell-based, thallium flux, high-throughput; B-score at 10 µM; Potassium voltage-gated channel subfamily KQT member 1 (Homo sapiens), P51787; AID 2648, 2010; CHO-K1 KCNQ1, thallium flux FluxOR fluorescence; active compounds read high; actives 0.35% (n = 310,000);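 active means fluorescence ratio B-score, a plate-corrected score, at least three library SD, with initial intensity B-score within 5 SD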
#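 Medium – assay buffer, equal DMSO in all wells · Material – CHO-K1 cell line with stable KCNQ1 potassium channel expression · Signal – kinetic FluxOR thallium fluorescence, 10-s 1-Hz baseline, 110-s post-stimulus read · Compound – single concentration per compound, DMSO matched to controls · Schedule – 37 °C overnight plating, 90-min dark dye load, 20-min compound pretreatment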
# RGS4 block – RGS4 inhibitors, primary screen, cell-based, HEK293 M3R inducible RGS4, calcium flux; Regulator of G-protein signaling 4 (Homo sapiens), P49798; Fluo-4 calcium flux; active compounds read high; triggered by carbachol at its EC20; B-score at 10 µM; actives 0.45% (n = 310,000);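 active means B-score, a plate-corrected calcium signal, over three deviations above library mean, with baseline fluorescence within five deviations of library mean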;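 further: RGS4 expression induced by doxycycline in cells with stable M3 receptor; B-score is computed from the integrated fluorescence ratio over baseline after carbachol; higher B-score means a larger calcium signal and so more RGS4 inhibition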
# KCNQ1 block – inhibitors of human KCNQ1 channel, primary screen, cell-based, thallium flux, high-throughput; B-score at 10 µM; CHO-K1 KCNQ1, FluxOR thallium flux fluorescence; active compounds read high; actives 1.3% (n = 310,000); AID 2642, 2010; Potassium voltage-gated channel subfamily KQT member 1 (Homo sapiens), P51787;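 active means compounds whose thallium flux B-score, printed positive for inhibition, exceeds three library SD while starting fluorescence stays within three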;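 further: channel opened by potassium depolarization with thallium stimulus after 20 min compound exposure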
# MrgX1 agonist – agonists of human MrgX1 receptor, primary screen, HEK293 cells, Fluo-4 calcium flux; Mas-related G-protein coupled receptor member X1 (Homo sapiens), Q96LB2; actives 0.44% (n = 310,000); Fluo-4 calcium fluorescence, agonist mode; active compounds read high; B-score at 10 µM; AID 588627, 2011;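 active means calcium response B-score plate-corrected fluorescence ratio at least 3 library SD, with starting fluorescence B-score inside 5 SD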
#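 Test system: Stable human MrgX1 HEK293 cell line | Schedule: Overnight plating before 1 h dye loading | Read-out basis: Baseline-normalised fluorescence change ratio, B-scored | Detection: Kinetic calcium dye fluorescence, Fluo-4 NW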
# hERG protect – hERG rescue from dofetilide block, primary screen, cell-based, CHO-hERG, FluxOR thallium flux, dofetilide IC70 | actives 0.51% (n = 310,000) | AID 1511, 2009 | dofetilide IC70 present | activation (rescue from dofetilide block), less the hit threshold, % at 10 µM;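 active means activation above the mean of controls blocked by dofetilide plus 5 SD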;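 further: thallium influx through hERG after potassium depolarization seen as dye fluorescence rise; in these data hits start at about 4.7%; inactives centre near -7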
# KCNK9 inh – KCNK9 potassium channel inhibitors, primary screen, HEK293 cells, thallium flux | actives 1.2% (n = 310,000) | FluxOR thallium flux fluorescence; active compounds read low | B-score at 10 µM | Potassium channel subfamily K member 9 (Homo sapiens), Q9NPC2 | AID 488922, 2010;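 active means ratio B-score over 3 SD below the library mean, with starting fluorescence within 5 SD of its mean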;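 further: negative B-score means less thallium flux so channel inhibition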
# Target sequence (Q9NPC2 whole entry, looked up): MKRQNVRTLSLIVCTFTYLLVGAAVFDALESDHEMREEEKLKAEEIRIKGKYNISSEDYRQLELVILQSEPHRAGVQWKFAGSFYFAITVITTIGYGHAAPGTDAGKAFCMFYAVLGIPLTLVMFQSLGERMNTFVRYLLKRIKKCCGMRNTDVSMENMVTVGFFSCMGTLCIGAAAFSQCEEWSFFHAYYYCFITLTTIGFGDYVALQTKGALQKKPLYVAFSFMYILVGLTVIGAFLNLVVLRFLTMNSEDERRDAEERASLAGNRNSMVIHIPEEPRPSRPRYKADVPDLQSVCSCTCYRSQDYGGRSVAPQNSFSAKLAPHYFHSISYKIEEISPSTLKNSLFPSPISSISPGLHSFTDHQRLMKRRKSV
# The depositor's hits bear a star; i = inactive; nt = not tested or not shown.
SMILES,MrgX1 PAM,KCNK3 block,ANO1 block,TMEM16A act,RGS4 pot,KCNQ1 pot,RGS4 block,KCNQ1 block,MrgX1 agonist,hERG protect,KCNK9 inh
Cc1cccc(Nc2ncccc2C(=O)NCc2cccs2)c1C,i,i,i,i,i,i,i,i,i,-10,i
Cc1cc(C)cc(C(=O)NCC(=O)N2CCC3(CC2)NCCc2[nH]cnc23)c1,i,i,i,i,i,i,i,i,i,-7,i
CCSc1nnc(COc2ccccc2)n1CC,i,i,i,i,i,i,i,i,i,-12,i
O=C(O)CNC(=O)C1CCCN1C(=O)CNC(=O)OCc1ccccc1 (configuration not stated),i,i,i,i,i,i,i,i,i,0,i
CCOc1ccccc1NC(=S)Nc1ccccc1F,i,i,i,i,i,i,i,i,i,-2,i
COc1cc(C2C3C(C)N(C)C(=O)N(C)C3N(C)C(=O)N2C)ccc1O (configuration not stated),i,i,i,i,i,i,i,i,i,-5,i
O=C1CCC(C(=O)N2CCN(c3cnccn3)CC2)CN1CCc1cccc(F)c1 (configuration not stated),i,i,i,i,i,i,i,i,i,-2,i
CCC(C)NC(=O)c1ccccc1NC(=O)Nc1ccccc1 (configuration not stated),i,i,i,i,i,i,i,i,i,-2,i
OCCn1c(CSc2nc3ccccc3n2CCO)nc2ccccc21,i,i,i,i,i,i,i,i,i,0,i
O=C(N1CCOCC1)N1CCCC(c2nc(-c3cccs3)no2)C1 (configuration not stated),i,i,i,i,i,i,i,i,i,-7,i
CCn1c(SCC(=O)c2ccccc2)nc2sc3c(c2c1=O)CCN(C)C3,i,i,i,i,i,i,i,i,i,-19,i
Cc1cccn2c(=O)c(C=O)c(N3CC(C)OC(C)C3)nc12 (configuration not stated),i,i,i,i,i,i,i,i,i,2,i
NC(=O)CC[C@H](NC(=O)c1ccc(F)cc1)C(=O)OCC(=O)NCc1ccc(F)cc1,i,i,i,i,i,i,i,i,i,-5,i
CC(=O)NC(=S)Nc1ccc(NC(=S)NC(=O)c2ccc([N+](=O)[O-])cc2)cc1,i,i,i,i,i,i,i,i,i,-7,i
CCOC(=O)N1CCN(Cc2nc3cc([N+](=O)[O-])ccc3n2CC)CC1,i,i,i,i,i,i,i,i,i,-6,i
Cc1ccccc1OCC(=O)Nc1ccccc1N1CCCCC1,i,i,i,i,i,i,i,8*,i,-9,-8*
COc1ccc(-n2c(=S)[nH]c3cc(C(=O)NCc4cccnc4)ccc3c2=O)cc1,i,i,i,i,i,i,i,i,i,-3,i
O=C(NCCCN1CCOCC1)c1ccccc1,i,i,i,i,i,i,i,i,i,-8,i
C[C@H](NC(=O)[C@@H]1Cc2ccccc2CN1)C(=O)NC[C@H]1CC[C@H](C(=O)O)CC1,i,i,i,i,i,i,i,i,i,-2,i
Oc1ccccc1Nc1ccccn1,i,i,i,i,i,i,i,i,i,-4,i

# Grouped by structure, those above with a thiophene ring, fused or not (three)
SMILES,MrgX1 PAM,KCNK3 block,ANO1 block,TMEM16A act,RGS4 pot,KCNQ1 pot,RGS4 block,KCNQ1 block,MrgX1 agonist,hERG protect,KCNK9 inh
Cc1cccc(Nc2ncccc2C(=O)NCc2cccs2)c1C,i,i,i,i,i,i,i,i,i,-10,i
O=C(N1CCOCC1)N1CCCC(c2nc(-c3cccs3)no2)C1 (configuration not stated),i,i,i,i,i,i,i,i,i,-7,i
CCn1c(SCC(=O)c2ccccc2)nc2sc3c(c2c1=O)CCN(C)C3,i,i,i,i,i,i,i,i,i,-19,i

# Later entries.
SMILES,MrgX1 PAM,KCNK3 block,ANO1 block,TMEM16A act,RGS4 pot,KCNQ1 pot,RGS4 block,KCNQ1 block,MrgX1 agonist,hERG protect,KCNK9 inh
O=C(COc1ccc(/C=N/NC(=O)c2ccc(O)cc2)cc1)Nc1ccc([N+](=O)[O-])cc1,i,i,i,i,i,i,i,i,i,-6,i
NS(=O)(=O)c1cccc(NC(=O)COC(=O)c2cc(-c3ccc(Cl)cc3)nc3ccccc23)c1,i,i,i,i,i,i,5.6*,i,i,-2,i
CCC(=O)NC(=S)Nc1cccc(Cl)c1N1CCCC1,i,i,i,i,i,i,i,i,i,-5,i
Oc1c(CN2CCCCC2)cc(COCc2ccccc2)c2cccnc12,i,i,i,i,i,i,i,i,i,-5,i
CCN=C(Nc1ccc(Cl)cc1)c1cccnc1,i,i,i,i,i,i,i,i,i,-10,i
N#CCSc1nnc(CNc2ccc(F)cc2)o1,i,i,i,i,i,i,i,i,i,-10,i
O=C1COc2ccc(C(=O)COC(=O)Cn3cnc4ccccc43)cc2N1,i,i,i,i,i,i,i,i,i,-8,i
O=C(NCc1ccccc1)Oc1cccc(Cl)c1,i,i,i,i,i,i,i,i,i,-3,i
Cc1coc(NC(=O)CSc2nc(-c3ccc(Cl)cc3)cc(C(F)(F)F)c2C#N)n1,i,i,i,i,i,i,i,i,i,-3,i
COC(=O)c1cc(OC)c(OC)cc1NC(=O)c1cc(OC)cc(OC)c1,i,i,i,i,i,i,i,i,i,-13,i
Cn1c(CSCc2ccccc2)nnc1SCC(=O)Nc1ccc(C(=O)O)cc1,i,i,i,i,i,i,i,i,i,-17,i
O=C(NC1CCCC1)c1cc(-c2ccc(Cl)c(Cl)c2)on1,i,i,i,i,i,i,i,i,i,-1,i
CCOc1ccc(C(=O)/C=C/Nc2ccc(S(=O)(=O)Nc3onc(C)c3C)cc2)cc1,i,i,i,i,i,i,i,i,i,-7,i
O=S(=O)(c1ccc(Cl)c(F)c1)N1CCC(c2nc(-c3ccncc3)no2)CC1,i,i,i,nt,i,i,i,i,i,-12,i
Cc1ccc(OCC(=O)N2CCOCC2)c([N+](=O)[O-])n1,i,i,i,i,i,i,i,i,i,-7,i
Cn1ncc(Br)c1NC(=O)c1cc(Cl)cc(Cl)c1,i,i,i,i,i,i,i,i,i,-3,i
O=C(O)CCC(=O)NNC(=O)c1ccc(Br)cc1,i,i,i,i,i,i,i,i,i,-7,i
Cc1ccccc1CN(c1ccc(C(=O)NCC2CCCO2)cc1)S(C)(=O)=O (configuration not stated),i,i,i,i,i,i,i,i,i,-12,i
CCOc1cc(S(=O)(=O)NCCc2ccc(OC)c(OC)c2)c(OCC)cc1-n1cnnn1,i,i,25*,i,i,i,i,i,i,-10,i
COCC1CCN(C(=O)c2cc(COc3ccc(-n4cncn4)cc3)on2)C1 (configuration not stated),i,i,i,i,i,i,i,i,i,-14,i
CC(=O)c1c(CC(=O)O)[nH]n(-c2nc3ccccc3s2)c1=O,i,i,i,i,i,i,i,i,i,-9,i
COc1ccc(N(CCCN2C(=O)c3cccc4cccc(c34)C2=O)C(=O)c2ccncc2)cc1,i,i,i,i,i,i,i,i,i,-12,i
COc1cc(N)c(Cc2nccc3cc(OC)c(OC)cc23)cc1OC,i,i,i,i,i,i,i,i,i,-8,i
CC(=O)c1cccc(NC(=O)C(C)OC(=O)CNC(=O)c2ccc(C)s2)c1 (configuration not stated),i,i,i,i,i,i,i,i,i,-22,i
CCN(C(=O)CSc1nncn1-c1ccccc1)C1CCS(=O)(=O)C1 (configuration not stated),i,i,i,i,i,i,i,i,i,-13,i
Cc1ccnc(NC(=O)CCCNC(=O)c2ccc(Cl)cc2)c1,i,i,i,i,i,i,i,i,i,-15,i
Cc1ccccc1Cn1ccc(NC(=O)c2nn(C)cc2[N+](=O)[O-])n1,i,i,i,i,i,i,i,i,i,0,i
CN(C)c1ccc(/C=N/N2C(=O)c3ccccc3C2=O)cc1,i,i,i,i,i,i,i,i,i,-6,i
N#Cc1c(Cl)nsc1NC(=O)c1ccccc1,i,i,100*,i,i,i,i,6*,i,-29,i
Cc1ccnc(SCc2cc(=O)c(OC(=O)c3ccco3)co2)n1,i,i,i,i,i,i,i,i,i,-8,i
COc1ccc(CN2C(=O)CCC2(C)C(=O)NCc2cccnc2)c(OC)c1 (configuration not stated),i,i,i,i,i,i,i,i,i,-5,i
COc1ccc(F)cc1C(=O)C1CCCN(Cc2ccc(Sc3nncn3C)o2)C1 (configuration not stated),i,i,i,i,i,i,i,i,i,-7,i
O=C(Nc1ccccc1)Nc1nc2ccccc2s1,i,i,i,i,i,i,i,i,i,-11,i
CC1(C)NC(=O)N(CC(O)COc2cccc(F)c2)C1=O (configuration not stated),i,i,i,i,i,i,i,i,i,-4,i
Cc1nc(NCc2ccccn2)c2ccccc2n1,i,i,i,i,i,i,i,i,i,-6,i
Cn1cc(CN2CCN(Cc3ccccc3)C(CCO)C2)c(-c2ccccc2)n1 (configuration not stated),i,i,i,i,i,i,i,i,i,-13,i
Cc1cc2ncn(C(=O)N3CCCCC3)c2cc1C,i,i,i,i,i,i,i,i,i,-7,i
O=C(/C=C/c1cccc([N+](=O)[O-])c1)Nc1cccc(NC(=O)c2cccs2)c1,i,i,i,i,i,i,i,i,i,-7,i
NC(=O)CNC(=O)[C@@H]1CC2(CC(c3cccc([N+](=O)[O-])c3)=NO2)CN1C(=O)c1ccccc1 (some centres not stated),i,i,i,i,i,i,i,i,i,-3,i
COc1ccc(CC(=O)NNC(=O)COc2ccc(C)cc2)cc1S(=O)(=O)N1CCOCC1,i,i,i,i,i,i,i,i,i,-12,i
N=C1SC(c2ccccc2)C(=O)N1c1ncc(Cc2ccccc2)s1 (configuration not stated),i,i,i,i,i,i,i,i,i,-2,i
